UDG counterscr = UDG inhibition counter-screen; FRET deamination/UDG coupled assay, UDG read, 4 h; 91,000 compounds, 0.14% hits; Potency, µM (doses to about 115 µM), inactives show at the top dose activity change, negative = inhibition, actives largely listed as inhibitors; note: nearly all actives have a fitted effect of over 65% in size
AID inhibitor = inhibitors of human activation induced cytidine deaminase. AID 1347428. 91,000 compounds, 0.32% hits. Q9GZX7. Potency, µM (top dose mostly 115 µM), for the others: at the top dose activity change, negative = inhibition, hits mostly inhibitors. AID deamination FRET fluorescence, UDG-coupled, 4 h; note: nearly all actives have a fitted effect of over 25% in size
Target sequence (Q9GZX7 whole entry, looked up): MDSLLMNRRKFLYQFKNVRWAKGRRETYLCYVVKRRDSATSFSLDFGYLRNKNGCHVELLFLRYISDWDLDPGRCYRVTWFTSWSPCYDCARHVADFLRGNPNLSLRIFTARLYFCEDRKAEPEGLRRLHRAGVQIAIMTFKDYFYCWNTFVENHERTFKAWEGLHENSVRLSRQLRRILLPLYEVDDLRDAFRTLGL
* marks the source's active call; other numbers are inactive results; ? = inconclusive; & = joins results of further samples; [ ] = another dose, or the depositor's remark. Calls come from the whole dose curve; as a rule, active = well fitted curve in the direction sought with a large enough effect; inconclusive = small, poorly fitted or top-dose-only effect, or another doubt; inactive = no such curve, though single readings can be large; an effect the other way counts as inactive or inconclusive. % is set by controls: 0 for no effect and ±100 for the full control effect; potency is the fitted concentration of half-maximal effect.

SMILES | UDG counterscr | AID inhibitor
Cc1[nH]c2ccccc2c1C1(O)C(=O)Nc2ccc(Cl)cc21 (stereo not drawn) | 6% | 32%[activator]
CCOC(=O)C1CCN([C@H]2CS(=O)(=O)C[C@@H]2S(=O)(=O)c2ccc(F)c(C)c2)CC1 | 2% | -2%
COCCCNC(=O)CSc1nc2cc3c(cc2c(=O)n1CCCCCC(=O)NCc1ccc2c(c1)OCO2)OCO3 | 9% | 6%
CCCCc1ccc(NC(=O)Cn2nnc3sc4c(c3c2=O)CCC(C)C4)cc1 (stereo not drawn) | -2% | 14%
CN(C)CC[C@@H](c1ccc(Br)cc1)c1ccccn1 | 15% | 1%
O=C(NCC1CCCCC1)c1ccncc1 | 6% | 4%
CCOc1ccc(CNC(=O)CSc2c3c(nc4cc(Cl)ccc24)CCCC3)cc1 | 5% | -17%
COc1cccc(/C=C/C(=O)Oc2ccc(Br)cc2)c1 | 3% | 0%
COc1ccc(N2CCN(C(=O)C(C)n3nc(C)c4sc5ccccc5c4c3=O)CC2)cc1 (stereo not drawn) | -11% | -22%
CSC1=N/C(=C\c2ccc(I)o2)C(=O)S1 | 11% | 7%
CCN(c1ccccc1)c1nnc(NC(=O)Nc2ccccc2OC)s1 | -2% | -8%
CC(=O)c1ccc(S(=O)(=O)N2CCC(Oc3ccc(-n4cnnn4)cc3)CC2)cc1 | 6%[57.5 µM] | 3%
O=C(OCC(=O)N(/N=C/c1ccccc1)c1cccc(C(F)(F)F)c1)c1cc(Cl)ccc1[N+](=O)[O-] | -16% | -21%
CCOc1ccc(CCNC(=O)CCSCc2cccc(Cl)c2)cc1OCC | -1%[57.5 µM] | ?
C/C(=N\NC(=O)c1cccs1)c1ccccc1 | -12% | -7%
CCOc1ccc(C2=Nn3c(nnc3-c3cccc(C)c3)SC2)cc1 | -7% | -20%
Cc1ccc2nc(CSc3nnc(NC(=O)c4ccc(C(C)(C)C)cc4)s3)cc(=O)n2c1 | -2% | 3%
Cc1ccc2[nH]cc(CCNC(=O)/C=C/c3cccc(F)c3)c2c1 | 0% | -13%
CC(C)Oc1ccc(CNC(=O)CCCN2C(=O)CCn3nc(-c4cccn4C)cc32)cc1 | -7% | 2%
O=C(NCCC1=CCCCC1)C1CCN(C(=O)N2CCOc3ccccc32)CC1 | 2% | -3%
COc1cc(/C=C/c2nc(C#N)c(NCc3ccco3)o2)cc(OC)c1OC | 5% | 0%
CCCCNC(=O)CSc1nc2cc3c(cc2c(=O)n1CCCC(=O)NCc1ccc2c(c1)OCO2)OCO3 | -1% | 9%
CC(NC(=O)CCC(=O)NCCc1ccc(Cl)cc1)C12CC3CC(CC(C3)C1)C2 (stereo not drawn) | -5% | -6%
O=C(CSc1nccn1C1CCCC1)Nc1ccc(C(F)(F)F)cc1 | -8% | -23%
CC(NC(=O)c1ccc(NC(=O)c2nsc3ccccc23)cc1)c1ccccc1 (stereo not drawn) | 4% | -9%
CN(CC(=O)NC(N)=O)C1CCCCCC1 | 3% | -3%
CNC(=S)N/N=C/c1cccc([N+](=O)[O-])c1 | 9% | 2%
CCCCOc1ccc(/C=C(/C#N)c2ccccn2)cc1 | -5% | -16%
O=C(NC(C1CC1)C1CC1)c1ccccc1Cl | -8% | -7%
CCC(=O)Nc1ccc(-c2nnc3c4ccccc4c(C)nn23)cc1 | 4%[57.5 µM] | -5%

Quoted from the listing, five compounds:
SMILES | UDG counterscr | AID inhibitor
CN(CC(=O)NC(N)=O)C1CCCCCC1 | 3% | -3%
CNC(=S)N/N=C/c1cccc([N+](=O)[O-])c1 | 9% | 2%
CCCCOc1ccc(/C=C(/C#N)c2ccccn2)cc1 | -5% | -16%
O=C(NC(C1CC1)C1CC1)c1ccccc1Cl | -8% | -7%
CCC(=O)Nc1ccc(-c2nnc3c4ccccc4c(C)nn23)cc1 | 4%[57.5 µM] | -5%

Going on with the list:
SMILES | UDG counterscr | AID inhibitor
COc1cc(-c2nc(Cn3nnc(C(=O)Nc4ccc(C)cc4C)c3C)c(C)o2)cc(OC)c1OC | 7% | 19%
CCC1CCCCN1C(=O)CSc1nc(-c2ccc(OC)cc2)cc(C(F)(F)F)n1 (stereo not drawn) | -9% | ?
Cc1nc2nc(C)c(NC(=O)Nc3ccccc3C(F)(F)F)c(=O)n2[nH]1 | 0% | -2%
Cc1c(CCNC(=O)Cc2ccccc2)sc2nc(-c3ccc(F)cc3)nn12 | -8% | 8%
C/C(=N/NC(=O)c1cccs1)c1ccc(Br)cc1 | -1% | 2%
O=C(N/N=C/c1c[nH]c2ccccc12)c1csc2ccccc12 | -19% | -3%
CCc1cnc2c(c1SCC(=O)NCc1ccc(F)cc1)c(=O)n(C)c(=O)n2C | -19%&-6% | -2%&10%
CN1CCN(CCCN2c3ccccc3Sc3ccc(C(F)(F)F)cc32)CC1 | -16% | ?
Cc1ccc2nc(N(Cc3cccnc3)C(=O)C3CCCCC3)sc2c1 | -1% | 7%
CC(=O)NCc1ccc(-c2csc(Nc3cccc(C(F)(F)F)c3)n2)o1 | 2% | 2%
Cc1ccc(Cl)cc1-n1ncc2c(Nc3cccc(C)c3C)ncnc21 | 0% | ?
Cc1ccc(NC(=O)Nc2ccccc2Sc2nc3c(c(=O)n(C)c(=O)n3C)n2C)cc1C | 6% | 1%
Cc1nn(-c2ccccc2)c(OC(=O)c2ccc(F)cc2)c1S(=O)(=O)c1ccccc1 | 8% | 20%
CCCn1c2ccccc2c2cnn(CC(=O)N(CCCOC)Cc3ccco3)c(=O)c21 | -3%[57.5 µM] | -4%
O=C(c1cccc(C(F)(F)F)c1)N1CCCC(C(=O)N2CCCCCC2)C1 (stereo not drawn) | -8% | -8%
COc1ccc(NC(=O)CSc2ncc3c(n2)-c2cc(Cl)ccc2N(Cc2ccccc2F)S3(=O)=O)cc1 | 4% | 51%[activator]
CC(=O)NC(C)c1ccc(C(=O)CSc2cc(Cl)ccc2Cl)cc1 (stereo not drawn) | -5% | -5%
COc1ccc(-c2c(C)oc3cc(OC)ccc23)cc1 | -11% | -17%
Cc1nnc(N2CCC(C(=O)NC3CCCCC3)CC2)c2nn(-c3ccc(Cl)cc3)c(C)c12 | -1% | -36%
COc1ccc2oc(=O)c(C(=O)N3c4ccccc4CC3C)cc2c1 (stereo not drawn) | 6% | 1%
COc1cc(C)cc2oc(=O)c(CC(=O)NCc3cccc(Cl)c3)c(C)c12 | 26% | 6%
N#CC(C#N)=C(Nc1ccc(Oc2ccccc2)cc1)C(F)(F)C(F)(F)F | -7% | -17%
NC(=O)c1cc(Cl)ccc1OCc1cccc(C(F)(F)F)c1 | -5% | -7%
Cc1ccc(-n2nc3ccc(NC(=O)COc4ccccc4C)cc3n2)cc1 | -3% | 173%[activator]
CCc1cccc(NC(=O)C(Cc2ccccc2)NS(=O)(=O)c2cccs2)c1 (stereo not drawn) | -19% | 5%
Cc1nnc(NC(=O)c2csc(NCC(C)C)n2)s1 | 0% | -1%
S=C(N/N=C1\CCCCC1C1CCCCC1)Nc1ccccc1 (stereo not drawn) | -2% | -6%
C/C(=N\Nc1ccccc1)c1cccc([N+](=O)[O-])c1 | 12% | -1%
Cc1cc(C)cc(N2C(=O)CS(=O)(=O)C23C(=O)N(Cc2ccc(F)cc2)c2ccc(C)cc23)c1 (stereo not drawn) | -8% | 15%
CC(C)=CC1C(C(=O)NCC(C)(C)N2CCOCC2)C1(C)C (stereo not drawn) | -8% | -4%
O=C(Nc1ccccc1)c1cnc(N2CCCCC2)c2ccccc12 | 12% | 2%
CC(C)NC(=O)c1cccc(NC(=O)Nc2cccc(Cl)c2)c1 | -3% | 2%
Cc1ccc(NC(=O)CCn2nc(-c3ccccc3)c3ccccc3c2=O)c(C)c1 | 5% | -1%
COc1cccc(C2CC(=O)Nc3c2ccc(C)c3C)c1OC (stereo not drawn) | -3% | ?
CC(C)(CNC(=O)NCC1CCCC1)C(N)=O | -1% | -7%
CCN1CCN(c2ccc(NC(=O)c3ccccc3OC)cc2Cl)CC1 | -19% | -4%
CCCCCNC(=O)C1CCC(Cn2c(=O)c3sccc3n(CC)c2=O)CC1 (stereo not drawn) | -5% | ?
CCn1c(=O)cc(SCC(=O)N2CCN(c3ccccc3F)CC2)c2ccccc21 | ? | ?
Cc1ccccc1Nc1nnc(-c2ccc(C)c(S(=O)(=O)N3CCN(C)CC3)c2)c2ccccc12 | -7%[57.5 µM] | ?
O=c1ccc2cc(S(=O)(=O)Nc3ccc(OC(F)(F)F)cc3)ccc2[nH]1 | 12% | 5%
Cn1c(C=O)ccc1-c1ccc(Cl)cc1 | -11% | -16%
CCNC(=S)N/N=C(/C)C1CCCCC1 | 0% | -10%
CNC(=O)c1c[nH]c2ccc(S(=O)(=O)Nc3cccc(Cl)c3C)cc2c1=O | -6% | 11%
CCc1ccc(CNC(=O)c2ccc(NC(=O)N3CC(C)Sc4ccccc43)cc2)cc1 (stereo not drawn) | -3% | 3%
COCCn1c(SCC(=O)Nc2cc(C)c(Cl)cc2OC)nnc1-c1cccc(C)c1 | -8% | -12%

The closing seven records of the part before open the next one.
SMILES | UDG counterscr | AID inhibitor
Cc1ccccc1Nc1nnc(-c2ccc(C)c(S(=O)(=O)N3CCN(C)CC3)c2)c2ccccc12 | -7%[57.5 µM] | ?
O=c1ccc2cc(S(=O)(=O)Nc3ccc(OC(F)(F)F)cc3)ccc2[nH]1 | 12% | 5%
Cn1c(C=O)ccc1-c1ccc(Cl)cc1 | -11% | -16%
CCNC(=S)N/N=C(/C)C1CCCCC1 | 0% | -10%
CNC(=O)c1c[nH]c2ccc(S(=O)(=O)Nc3cccc(Cl)c3C)cc2c1=O | -6% | 11%
CCc1ccc(CNC(=O)c2ccc(NC(=O)N3CC(C)Sc4ccccc43)cc2)cc1 (stereo not drawn) | -3% | 3%
COCCn1c(SCC(=O)Nc2cc(C)c(Cl)cc2OC)nnc1-c1cccc(C)c1 | -8% | -12%
CCOC(=O)c1c(C)c(C(=O)Nc2ccc(Br)cc2C)c(C)n1C | -2% | 21%
NC(=S)NNC(=O)c1ccccc1C(=O)O | 5% | 6%
Cc1c(C(=O)N2CCCC(C(F)(F)F)C2)sc2cccc(F)c12 (stereo not drawn) | -9% | -9%
Cc1ccc(-c2noc(Cn3cnc4scc(-c5ccc(C)cc5)c4c3=O)n2)cc1 | -15% | -12%
COC(=O)c1sc(NC(=O)COc2c(C)cccc2C)nc1C | 3% | -10%
COc1ccc(-c2nc3n(n2)C(c2ccc(Cl)cc2)C2=C(CC(C)(C)CC2=O)N3)cc1 (stereo not drawn) | -4% | -2%
CCOc1cc2[nH]c(=O)n(CCCCC(=O)N3CCN(c4ccccc4)CC3)c(=O)c2cc1OCC | 0% | -10%
CCOc1cccc(CC(=O)N2CCc3c([nH]c4ccccc34)C2c2ccc(OC)cc2)c1OCC (stereo not drawn) | 0%[57.5 µM] | 88%[activator]
Cc1cc(Cl)ccc1NC(=O)CN1C(=O)CSc2ccc(S(=O)(=O)N(C)C)cc21 | 4% | -8%
CC(C)=CC1C(C(=O)NC2CCCCC2C(F)(F)F)C1(C)C (stereo not drawn) | -1% | -1%
Cc1cc(C)c(NC(=O)CSc2nc3ccccc3c3nc(-c4ccccc4)nn23)c(C)c1 | -23% | 0%
CC(=O)N1CCc2cc(Br)cc(S(=O)(=O)CCC(=O)N3CCN(c4ccccc4)CC3)c21 | -3% | -11%
COc1cc(/C=C(\C#N)c2nc3ccc(C)cc3[nH]2)ccc1OC(C)=O | -4% | -7%
CCOc1ccccc1CN1C(=O)c2ccccc2C1C(=O)NC1CCCCCC1 (stereo not drawn) | -13%[57.5 µM] | 4%
CCCS(=O)(=O)NCCc1csc2nc(-c3ccc(OC)cc3)nn12 | 3%[57.5 µM] | -8%
CCn1ccc2cc(S(=O)(=O)N3CCC(C(=O)NCC(C)c4ccccc4)CC3)ccc21 (stereo not drawn) | -2% | -8%
CCCCCNC(=O)C1CCC(Cn2c(=O)c3sccc3n(CC(=O)NCc3cccc(OC)c3OC)c2=O)CC1 (stereo not drawn) | 0% | 23%
Cc1ccc(C)c(N/C(N)=N/c2nc(C)cc(C)n2)c1 | -4% | -10%
COc1ccc(-c2cn3c(n2)sc2cc(C(=O)Nc4cc(Cl)ccc4C)ccc23)cc1 | -2%[57.5 µM] | 1%
COc1cc(C(=O)NCCS(=O)(=O)N2CCN(c3ccccc3)CC2)cc(OC)c1OC | 5% | 18%
Clc1cc(Cl)c(N/N=C/c2cccc(Cl)c2Cl)c(Cl)c1 | 4% | 8%
COc1ccc(Br)cc1/C=C(\C#N)c1nc2ccccc2[nH]1 | -15% | -3%
Cc1ccc(C)c(OCCCn2c(-c3ccc(Cl)cc3)nc3ccccc3c2=O)c1 | 8% | 12%
O=C(CN1CCN(c2cccc(Cl)c2)CC1)NC1CCS(=O)(=O)C1 (stereo not drawn) | -11% | -3%
COc1ccc2c(c1)c1c(c(=O)n(-c3ccccc3C)c(=O)n1CC(N)=O)n2C | -1% | -4%
Fc1ccc(CNc2nc(-c3ccc(Cl)cc3)cc(C(F)(F)F)n2)cc1 | -19% | ?
COc1ccc(/C=C/C(=O)Nc2ccc(Cl)c(Cl)c2)cc1 | -8%[57.5 µM] | -14%[57.5 µM]
COCCN(CC(N)=O)S(=O)(=O)c1cccc(Cl)c1 | 5% | -3%
CCOc1ccc(CN2C(=O)C(=O)c3cccc(C)c32)cc1OC | -11% | 30%
N#Cc1nc(-c2ccc(F)cc2)oc1N1CCN(C(=O)c2ccccc2F)CC1 | ? | -13%
C=CC#CCCCc1ccc(OC(=O)c2ccc(C(=O)Oc3ccc(CCCC#CC=C)cc3C)cc2)c(C)c1 | -7% | -5%
Cc1ccc(-c2cc(C(=O)N3CCNC(=O)C3)c3ccccc3n2)cc1 | -4% | -6%

From PubChem

Not all compounds are listed; count on the stated rates, not on these rows.
